# TcdB inh: TcdB glycohydrolase inhibition; 350,000 compounds, 0.24% hits; inhibition, % at 9.99 µM; TcdB glycohydrolase enzymatic assay, plate reader; AID 652162; in the data active = inhibition above about 10%
# MazF activator: MazEF (E. coli) toxin RNase activation | P0AE70 | FAM/BHQ RNA-DNA oligo cleavage fluorescence, 5 h | activation, % at 20 µM | 350,000 compounds, 0.32% hits | AID 504720; in the data active = activation above about 50%
# Target sequence (P0AE70 whole entry, looked up): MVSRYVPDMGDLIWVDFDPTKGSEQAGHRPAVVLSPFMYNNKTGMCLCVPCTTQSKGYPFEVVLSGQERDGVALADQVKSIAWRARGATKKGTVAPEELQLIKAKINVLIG
# CCHFV vOTU inh: blocks the CCHF virus ovarian tumor domain protease | CCHFV vOTU protease, Pep-AMC fluorescence | inhibition, % at 11.5 µM | 370,000 compounds, 0.55% hits | AID 651958; in the data active = inhibition above about 30%; also: 0% = vehicle wells with enzyme and 100% = no enzyme wells
# PrPC TRFRET: inhibitors of human cell surface prion protein PrPC | inhibition, % at 13.8 µM | 370,000 compounds, 0.43% hits | P04156 | TR-FRET read-out; in the data active = inhibition above about 24%; also: 0% = median of the test wells and 100% = reference compound wells
# DUSP3 inh: inhibitors of human VHR1 phosphatase (DUSP3) | 290,000 compounds, 0.52% hits | inhibition, % at 13.3 µM | recombinant VHR phosphatase, pNPP absorbance | P51452; in the data active = inhibition above about 50%; also: some compounds called inactive have numbers as strong as hits
# Target sequence (P51452 whole entry, looked up): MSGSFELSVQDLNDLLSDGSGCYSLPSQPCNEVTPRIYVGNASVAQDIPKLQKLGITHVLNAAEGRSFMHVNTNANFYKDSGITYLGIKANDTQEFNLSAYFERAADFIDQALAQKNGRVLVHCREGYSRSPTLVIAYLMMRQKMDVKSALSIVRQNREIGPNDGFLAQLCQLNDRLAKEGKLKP
# Rv3671c inh: inhibits the M. tuberculosis serine protease Rv3671c; 320,000 compounds, 0.048% hits; inhibition, % at 5.96 µM; AID 2606; P9WHR9; in the data active = inhibition above about 38%;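 also: extracellular domain of Rv3671c used as enzyme; 0% = enzyme with DMSO and 100% = no enzyme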
# Target sequence (P9WHR9 whole entry, looked up, the tested form may be a part): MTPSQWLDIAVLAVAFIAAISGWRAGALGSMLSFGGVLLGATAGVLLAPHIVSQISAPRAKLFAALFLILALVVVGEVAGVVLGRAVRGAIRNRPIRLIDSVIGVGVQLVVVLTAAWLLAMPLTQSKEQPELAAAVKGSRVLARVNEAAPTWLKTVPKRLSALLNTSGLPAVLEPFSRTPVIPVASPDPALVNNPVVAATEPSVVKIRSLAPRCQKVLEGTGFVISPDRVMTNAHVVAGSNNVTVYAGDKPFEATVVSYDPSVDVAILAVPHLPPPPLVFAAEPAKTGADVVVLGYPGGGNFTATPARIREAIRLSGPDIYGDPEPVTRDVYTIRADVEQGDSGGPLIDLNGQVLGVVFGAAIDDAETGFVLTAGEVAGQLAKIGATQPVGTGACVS
# BH1578 lux ind: inducers of Vibrio cholerae quorum light production without autoinducers; V. cholerae BH1578 lux reporter, luminescence, 6 h; activation, % at 18.7 µM; 350,000 compounds, 0.16% hits; AID 588436; in the data active = activation mostly above about 9.7%, no sharp cut-off; also: not every result past the cut was called active; inactives centre near 0; reference of the scale not given here
# SARS 3CLpro inh: SARS-CoV 3CLpro protease inhibition; 290,000 compounds, 0.14% hits; recombinant SARS-CoV 3CLpro, quenched FRET peptide cleavage; inhibition, % at 6 µM; P0C6X7; AID 1706; in the data active = inhibition above about 12%
# Y pestis TopoI: inhibitors of Yersinia pestis topoisomerase I. 360,000 compounds, 0.064% hits. Y. pestis Topo-I cleavage product accumulation, plate reader. activity, % at 10 µM; in the data active = activity above about 50%, passing the limit was not always enough; also: inactives centre near 2
# SSB-PriA inh: blocks PriA binding to SSB C-terminal tail; AlphaScreen SSBct-PriA binding, biotinylated peptide; inhibition, % at 33 µM; 430,000 compounds, 0.6% hits; in the data active = inhibition mostly above about 37%, no sharp cut-off; inactive = mostly below about 20%;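 also: plate controls were negative control peptide for no effect and reference peptide for full effect; strong numbers were not always called active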
# Active calls of the source: *; i = inactive; · = no result given; & = joins results of further samples. An excerpt; count on the stated rates, not on these rows.
SMILES,TcdB inh,MazF activator,CCHFV vOTU inh,PrPC TRFRET,DUSP3 inh,Rv3671c inh,BH1578 lux ind,SARS 3CLpro inh,Y pestis TopoI,SSB-PriA inh
CN1CCN(c2ccccc2NC(=O)c2cc(Br)ccc2Cl)CC1,·,2,19,-3,11,4,i,-3,-2,-5
N#Cc1c(-c2c(Cl)cccc2Cl)noc1/C=C/Nc1ccc(C(=O)O)cc1,1.1,-5,18,5,10,-13,-0.3,3,-6,8
COc1ccc(C2C(C(C)=O)=C(C)Nc3ncnn32)cc1OC (stereo not given),·,0,-3,2,-11,5,i,1,3,-9
Cc1ccsc1CN(C)C(=O)C1CCC(=O)N(CCc2cccc(F)c2)C1 (stereo not given),4.8,4,-7,-8,2,-2,-0.4,-8,8,-9
CCOC(=O)c1cc2sccc2n1CC(=O)OC,·,-5,9,5,19,-5,-5.0,3,1,-10
CN1CCN(C(=O)c2ccc(COc3ccc(Cl)cc3Cl)cc2)CC1,·,-3,5,-1,13,5,7.1,-2,14,11
COCCNc1ccc(S(=O)(=O)N2CCCC2)cc1[N+](=O)[O-],1.0,8,9,-20,14,-1,0.0,-4,1,-21
Cc1cc(C)n(-c2ccnc3cc(Cl)ccc23)n1,-1.5,-2,-3,12,23,2,i,-5,2,-9
O=C(COC(=O)C1=COCCO1)Nc1ccccc1OC(F)F,0.3,-1,-11,-2,9,5,i,0,-1,-13
CC(C)(C)[C@@H]1C=C(C(=O)N2CCN(Cc3ccccc3)CC2)O[C@H](OCCCCO)C1,-1.0&0.6,7,2,-5,7,4,0.4,3,0,-10
Cn1c(=O)c2cc(S(=O)(=O)NC(C(=O)NCc3ccccn3)c3ccccc3)ccc2n(C)c1=O (stereo not given),-0.4,8,6,0,0,-16,-0.3,2,-5,-8
COc1ccccc1OCc1nc2ccccc2[nH]1,·,-1,-4,2,-10,-6,-0.2,2,3,4&-7
O=C(c1cccs1)N1CCC(N2CCN(c3ccccc3)CC2)CC1,·,4,2,-1,-5,9,5.9,-1,1,-12
CC(=O)Nc1ccc(/C=N/NC(=O)c2cc3cc(C)ccc3nc2C)cc1,·,10,-8,-4,24,-5,i,4,7,·
O=C(Nc1ccc(CN2CCOCC2)cc1)c1ccc(F)cc1,-2.4,2,11,10,8,2,i,-4,-1,-6
O=C(NNC(=S)Nc1cccc2ccccc12)c1cccc(Br)c1,·,-10,14,12,37,0,-0.6,6,1,19
O=C(Nc1ccc(O)cc1)c1ccc2c(c1)C(=O)N(Cc1ccco1)C2=O,16*,2,-6,8,-5,4,-0.2,5,-3,11
COc1cc(CCCN2C(=S)NC[C@@H]2CC2CCCCC2)cc(OC)c1OC,1.3,-6,7,5,-1,-1,i,·,16,-12
CN(CC(=O)Nc1cccc(F)c1)CC(=O)Nc1cccc([N+](=O)[O-])c1,1.3,-2,-5,-7,8,0,-1.6,0,-5,1
COc1ccccc1N1CCN(S(=O)(=O)c2c(C(=O)N3CCOCC3)c(C)n(C)c2C)CC1,-0.5,12,9,1,23,4,-6.2,-4,-5,-1

# 3 entries drawn at random from the list so far:
SMILES,TcdB inh,MazF activator,CCHFV vOTU inh,PrPC TRFRET,DUSP3 inh,Rv3671c inh,BH1578 lux ind,SARS 3CLpro inh,Y pestis TopoI,SSB-PriA inh
Cc1cc(C)n(-c2ccnc3cc(Cl)ccc23)n1,-1.5,-2,-3,12,23,2,i,-5,2,-9
COc1ccc(C2C(C(C)=O)=C(C)Nc3ncnn32)cc1OC (stereo not given),·,0,-3,2,-11,5,i,1,3,-9
CC(C)(C)[C@@H]1C=C(C(=O)N2CCN(Cc3ccccc3)CC2)O[C@H](OCCCCO)C1,-1.0&0.6,7,2,-5,7,4,0.4,3,0,-10

# Returning to the listing, starting 4 compounds before the break.
SMILES,TcdB inh,MazF activator,CCHFV vOTU inh,PrPC TRFRET,DUSP3 inh,Rv3671c inh,BH1578 lux ind,SARS 3CLpro inh,Y pestis TopoI,SSB-PriA inh
O=C(Nc1ccc(O)cc1)c1ccc2c(c1)C(=O)N(Cc1ccco1)C2=O,16*,2,-6,8,-5,4,-0.2,5,-3,11
COc1cc(CCCN2C(=S)NC[C@@H]2CC2CCCCC2)cc(OC)c1OC,1.3,-6,7,5,-1,-1,i,·,16,-12
CN(CC(=O)Nc1cccc(F)c1)CC(=O)Nc1cccc([N+](=O)[O-])c1,1.3,-2,-5,-7,8,0,-1.6,0,-5,1
COc1ccccc1N1CCN(S(=O)(=O)c2c(C(=O)N3CCOCC3)c(C)n(C)c2C)CC1,-0.5,12,9,1,23,4,-6.2,-4,-5,-1
O=C(O)COc1ccccc1/C=N/NC(=O)c1cc2ccccc2cc1O,-0.9,-20,13,-10,5,-2,-0.3,3,6,i
CC(C)CC(=O)N1CCN(S(=O)(=O)c2ccc(C3CCCCC3)cc2)CC1,1.1,-6,17,11,·,4,0.0,·,26,-5
CC(C)N(C)c1ncnc2c1ncn2[C@H]1CN(Cc2ccccc2)C[C@@H](CO)O1,0.5,·,-1,-7,·,·,-0.5,·,15,·
Cc1ccc(SCCC(=O)Nc2ccccc2Br)cc1,1.6,4,10,2,-3,7,-0.5,1,29,-4
CCNC(=S)NNC(=O)c1nn(C)c(C)c1Cl,1.2,3,-14,-6,15,-3,-0.4,0,13,-14
Cc1cccc(CN2C(=O)c3ccccc3Sc3ccc(C(=O)NCCCN4CCOCC4)cc32)c1,-1.9,0,-1,1,-4,-10,i,-1,13,12
Cn1c(=O)[nH]c(=O)c2c1nc(N1CCN(c3ccccc3)CC1)n2CCSc1ncccn1,0.6,6,-2,2,27,3,-0.1,2,-1,-18
Cc1ccc2nc(SCc3cn4cccnc4n3)[nH]c2c1,·,0,-15,2,8,-2,-0.3,0,-6,-13
COc1ccc(C(=O)Nc2cc(C(=O)NCCc3ccccc3)ccc2Cl)cc1,-1.4,-1,17,4,-6,2,i,4,5,-18
COc1cc(NC(=O)c2[nH]cnc2C(N)=O)cc(C(=O)Nc2cccc(C(F)(F)F)c2)c1,·,-37,·,·,·,-121,-10,·,-21,-9
CCCn1c(N)c(C(=O)CSc2nnc3ccccn23)c(=O)[nH]c1=O,0.8,7,4,-3,·,6,·,·,2,-5
COc1ccc(NC(C)=O)cc1NC(=O)CN1CCN(C2c3ccccc3-c3ccccc32)CC1,·,3,5,-4,18,1,i,2,25,-3
CCCOc1ccc(-c2c(C(=O)N/N=C/c3ccc(OCC)cc3)nnn2-c2nonc2N)cc1,1.1,-15,4,-3,8,-17,i,4,-5,·
O=C(Nc1ccc2c(c1)CCC2)c1cc(=O)[nH]c2ccccc12,-0.4,4,-2,-3,4,-13,1.2,-1,1,-16
Cc1nc2c(OCc3ccc(Cl)cc3)cccn2c1N(C)C(=O)CCC1CCCC1,0.2,·,2,10,·,·,-0.3,·,26,·
CCOC(=O)c1c(NC(=O)CSc2ncccn2)sc2c1CC(C)(C)NC2(C)C,0.4,-2,-1,-10,14,7,i,-4,-5,-2
CN(C(=O)c1ccc(S(=O)(=O)N2CCCC2)cc1)C1CCS(=O)(=O)C1 (stereo not given),-3.8,-3,-3,3,·,0,-1.8,·,-1,2
COc1cccc(C(=O)Nc2ccc3[nH]c(=O)[nH]c3c2)c1OC,-7.6,9,20,-13,16,-5,-0.4,2,4,-5
CCOC(=O)CC1C(=O)NCCN1Cc1cccc(OC)c1 (stereo not given),0.0,3,0,-5,19,-4,-0.1,-5,-9,1
CCOc1ccc(S(=O)(=O)NCCC(=O)Nc2nnc(C)s2)cc1,2.0,12,8,-8,11,6,-0.3,-1,5,-4
CCCCN1C(=O)N(CCc2ccc(F)cc2)S(=O)(=O)c2cc(C(F)(F)F)ccc21,0.4,-2,4,11,·,·,-6.7,·,27,-23
O=C1c2c(O)cc(O)cc2O[C@@]12c1c(cc(O)c3c1O[C@H](c1ccc(O)cc1)[C@@H](O)C3)O[C@@H]2c1ccc(O)cc1,1.7,4,3,-3,12,-11,1.2,1,-15,-24
O=S(=O)(NC1CC1)c1ccc(F)c(F)c1,0.0,3,6,-4,7,-7,-0.2,-3,-4,-4
Cc1ccc(S(=O)(=O)N2CCOCC2)cc1C(=O)NCc1ccco1,·,1,1,8,-2,0,3.1,3,5,-8
COc1ccc(OC)c(C(=O)CSc2nnc(-c3cccs3)o2)c1,1.6,1,1,-2,29,5,i,-6,1,-2
CC1(C)CC(=O)C=C(c2ccc(CO)cc2)C1=O,-0.8,5,-4,-3,·,·,i,·,3,·
CC1CCCC(C)N1C(=O)COC(=O)c1cccc(S(=O)(=O)N(C)c2ccccc2)c1 (stereo not given),1.2,-3,11,3,·,2,-0.6,·,9,-2
O=C1CN(c2ccccc2Cl)C(=O)CN1c1ccccc1Cl,·,4,11,8,18,-5,i,-7,-12,-15
CC(C)[C@H](NC(=O)c1ccc(Cl)cc1Cl)C(=O)NNc1cccc(C(=O)O)c1,-4.7,6,9,0,·,-3,-0.9,·,2,-14
O=C(N[C@H]1C/C=C\C[C@@H](CC(=O)N(CCO)Cc2ccccc2)C(=O)N[C@H](Cc2c[nH]c3ccccc23)COC1=O)OCC1c2ccccc2-c2ccccc21,-0.2,-6,7,13,·,-6,i,·,12,-1
O=C1CC(c2ccccc2)CN1C(=O)c1cncc(Br)c1 (stereo not given),0.2,1,-17,3,18,1,2.8,-3,-1,-11
Fc1cc(F)cc(-c2c(-c3ccccc3)ncc3ccc(F)cc23)c1,1.3,-8,4,6,·,1,4.5,·,18,-9
COC(=O)c1nnn(CC(=O)NC(=O)Nc2c(C)cccc2C)c1C(=O)OC,·,-5,-8,-1,-6,2,i,-8,-2,4
O=C(NCc1ccccc1)c1ccc(CS(=O)(=O)Cc2ccc(F)cc2)o1,0.7,1,11,-3,60*,-7,-0.3,-3,0,-8
CC(C)c1nnc(NC(=O)CCS(=O)(=O)c2ccccc2)s1,0.2,4,7,-1,25,-3,-4.5,2,6,1
CCCSc1oc(-c2ccco2)nc1S(=O)(=O)c1ccccc1,·,-1,8,-1,-1,-12,-2.0,6,26,-29
CCOC(=O)c1cc([N+](=O)[O-])sc1N,29*,4,-3,-25,29,7,i,0,-1,-4
Cc1ccc2nc(NC(=O)CS(=O)(=O)Cc3ccccc3)sc2c1,-0.3,-14,-4,-5,-12,-44,-0.3,4,-4,1
N#Cc1ccc(CSc2nnc(NC(=O)CN3C(=O)C4CC=CCC4C3=O)s2)cc1 (stereo not given),·,-3,-3,8,10,-4,-0.3,2,9,3
CN(/N=C/c1ccncc1)C1=NCCN1,-2.8,5,2,3,-1,-12,i,-3,-6,·
CCCNC(=O)NCCC12CC3CC(CC(C3)C1)C2,0.2,-4,-1,3,15,-2,-0.3,1,8,-8
O=C(Nc1ccccn1)N1CCOCC1,·,5,1,-9,9,-9,-12,4,2,2&-8
CC(C)NC(=S)N/N=C/c1ccc(N2CCOCC2)cc1,-6.3,1,-32,5,23,-2,0.6,-5,0,·

# In the list so far, 2 contain a CF3 group:
SMILES,TcdB inh,MazF activator,CCHFV vOTU inh,PrPC TRFRET,DUSP3 inh,Rv3671c inh,BH1578 lux ind,SARS 3CLpro inh,Y pestis TopoI,SSB-PriA inh
COc1cc(NC(=O)c2[nH]cnc2C(N)=O)cc(C(=O)Nc2cccc(C(F)(F)F)c2)c1,·,-37,·,·,·,-121,-10,·,-21,-9
CCCCN1C(=O)N(CCc2ccc(F)cc2)S(=O)(=O)c2cc(C(F)(F)F)ccc21,0.4,-2,4,11,·,·,-6.7,·,27,-23

# Screening data deposited in PubChem by several laboratories.
